# Compound activity: PubChem BioAssay, Broad Institute
# PAX8 reporter: lowers PAX8-driven luciferase in RMG-I cells | RMG-I TPO-luciferase reporter, SteadyGlo, 24 h | inhibition, % at 12.6 µM | 360,000 tested, 1.2% active | AID 652154;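 active = mean replicate inhibition at least 60% with every replicate also reaching 60%; inconclusive = only one of the two criteria is met; inactive = mean below 60% and not all replicates reaching 60%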;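 note: luciferase light reporting Pax8 driven TPO promoter activity; plate controls were median of neutral control wells for no effect and mitoxantrone controls for full effect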
# INS-1E GSIS act: primary screen for activators of insulin secretion dependent on glucose, INS-1E cells, GLuc reporter luminescence | INS-1E GLuc reporter insulin secretion, 2-3 h | activation, % at 16.6 µM | 370,000 tested, 0.61% active;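 active = lowest replicate activation of at least 40%, so every replicate reaches that level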;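 note: 0% = median of neutral control wells and 100% = median of IBMX positive control wells; some compounds called inactive have numbers as strong as hits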
# F508del corr: CFTR F508del correction in bronchial cells; AID 720511; CFBE cells, YFP halide quenching; stimulated with forskolin plus potentiator P3; % fluorescence drop versus neutral controls; 350,000 tested, 0.36% active; activity (quench increase), % at 7.58 µM;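 active = mean added fluorescence quench of at least 8% versus neutral control, with both replicates also reaching 8%; inconclusive = only one of the mean or replicate conditions met; inactive = mean below 8% and not both replicates reaching 8%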;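 note: cells transiently co-express mutant CFTR-F508del with the halide-sensitive YFP; corrector assay measuring rescue of mutant channel to the surface after 24 h compound exposure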
# EWS-Fli inh: EWS/Fli transcriptional activity inhibition. A673 NR0B1-luciferase reporter, viability-normalised. inhibition, % at 12.6 µM. 350,000 tested, 0.67% active. AID 651661;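 active = mean inhibition of at least 50% after viability correction, with every replicate also passing that limit; inconclusive = mean reaches 50% but only one of two replicates passes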;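 note: firefly luciferase signal divided by Alamar Blue viability fluorescence both relative to DMSO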
# ERp5 block: ERp5 (human) disulfide isomerase inhibition | AID 651711 | 350,000 tested, 0.05% active | ERp5 insulin aggregation, absorbance 650 nm, 90 min | Q15084 | inhibition, % at 9.99 µM;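 active = mean replicate inhibition above about 25%, with every replicate also reaching it, limit read from the data, passing the limit was not always enough; inconclusive = only one of those two criteria met; inactive = neither criterion met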
# Target sequence (Q15084 whole entry, looked up): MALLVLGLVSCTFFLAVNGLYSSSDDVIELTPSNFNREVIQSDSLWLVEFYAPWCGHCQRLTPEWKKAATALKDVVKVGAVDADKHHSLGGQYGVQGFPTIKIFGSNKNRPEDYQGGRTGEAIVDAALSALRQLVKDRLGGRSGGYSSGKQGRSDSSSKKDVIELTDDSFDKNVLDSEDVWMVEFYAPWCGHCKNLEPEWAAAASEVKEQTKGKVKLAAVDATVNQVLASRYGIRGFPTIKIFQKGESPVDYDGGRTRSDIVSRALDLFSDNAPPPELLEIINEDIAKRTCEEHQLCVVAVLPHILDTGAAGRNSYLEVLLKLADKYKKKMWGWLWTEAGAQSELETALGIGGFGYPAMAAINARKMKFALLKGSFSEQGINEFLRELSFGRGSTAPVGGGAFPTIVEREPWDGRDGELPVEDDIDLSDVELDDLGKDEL
# ARNT-TACC3 inh: disrupts binding between human ARNT and TACC3 | AlphaScreen His-ARNT PAS-B/GST-TACC3 binding, luminescence; TACC3 fragment carries E629A point mutation | inhibition, % at 9.99 µM | 390,000 tested, 0.66% active;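 active = mean inhibition of replicates at least 50% and at least half of replicates each reaching 50%; inconclusive = half or more replicates reach 50% but mean below 50%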;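 note: 0% = complete ARNT plus TACC3 wells and 100% = ARNT alone without TACC3; many hits fall short of the cut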
# XiGFP reactiv: X-chromosome reactivation activator. XiGFP mouse fibroblasts, % GFP-positive cells imaging, 3 d; cells co-treated with 5-aza-dC sensitizer; scaled so ellipticine positive control = 100%. activation, % at 7.58 µM. 360,000 tested, 0.055% active. AID 743238;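 active = mean normalized replicate activation at least 10% and every replicate at or above 10%; inconclusive = only one of the two criteria met; inactive = mean below 10% and not all replicates reach 10%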;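 note: 0% = median of on-plate neutral control wells and 100% = ellipticine 6 µM median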
#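 Assay system: SV40-immortalized XiGFP fibroblast cells, line 68-5-11; buffer or medium: DMEM plus 5-aza-dC sensitizer; compound: one concentration, pinned; timing: compounds 3 days, fix/stain 15 min at room temperature; benchmarks: positive control ellipticine, 6 µM final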
# DENV2 CPE rescue: DENV2-induced cell death inhibition | CPE inhibition, % at 9.99 µM | 350,000 tested, 1.7% active | DENV2-infected cells, cytopathic effect rescue, plate reader; in the data active = CPE inhibition above about 20%, passing the limit was not always enough; inconclusive = no clear call, values can overlap the other calls; tested in BHK-21 cells;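 note: 0% = median of neutral control wells and 100% = median of positive control wells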
# The depositor's hits bear a star; ? = inconclusive; / = not tested or not shown.
SMILES,PAX8 reporter,INS-1E GSIS act,F508del corr,EWS-Fli inh,ERp5 block,ARNT-TACC3 inh,XiGFP reactiv,DENV2 CPE rescue
O=C(CCc1nnc(C2CCCCC2)o1)N1CCN(Cc2ccccc2)CC1,-34,-18,0.6,-31,4,-9,0.0,-1
CC(C)C(=O)Nc1ccc(N2CCN(c3ccc(F)cc3)CC2)cc1,12,4,-2.1,-12,2,2,0.1,-4
Cc1ccc(S(=O)(=O)N(C)C[C@@H]2Oc3ccc(NC(=O)C4CCCCC4)cc3CC(=O)N([C@H](C)CO)C[C@@H]2C)cc1,/,-10,1.4,-8,-6,4,-0.2,5
CCCCCc1cc(=O)oc2c(C(CCN(CC)CC)c3ccc(OC)cc3)c(OC)cc(OC)c12 (stereo not drawn),24,/,-1.0,21,3,19,0.0,?
C[C@@H]1CN([C@@H](C)CO)C(=O)c2cc(NS(=O)(=O)c3cccs3)ccc2O[C@@H](C)CCCCO[C@@H]1CN(C)Cc1ccc(C(F)(F)F)cc1,?,-11,-1.7,5,10,2,0.3,-1
Cc1ccc(S(=O)(=O)Nc2ccc3c(c2)C(=O)N([C@H](C)CO)C[C@H](C)[C@@H](CN(C)C(=O)c2ccccc2)OCCCC[C@H](C)O3)cc1,54,-26,-0.1,-3,-1,-2,-0.1,-4
Cc1ccc(C(=O)N/C(=C/c2ccco2)C(=O)O)cc1,-17,-5,/,/,/,-21,0.1,/
CCCC[C@@H](CNC)NC[C@H](NCCCCC1CCCCC1)C(C)C,28,-16,1.0,17,0,4,-0.1,?
C[C@@H]1CCCCO[C@@H](CN(C)C(=O)Cc2ccccc2)[C@@H](C)CN([C@@H](C)CO)C(=O)c2cc(NC(=O)CCC(F)(F)F)ccc2O1,-2,-3,-0.2,0,/,-3,-0.1,0
Cn1c(=O)n(C)c2cc(/C=C3/SC(=O)N(CC(=O)N4CCOCC4)C3=O)ccc21,-7,5,/,/,/,2,2.0,/
COc1ccc(-n2cc(-c3ccccc3)c3c(N4CCN(CCO)CC4)ncnc32)cc1,/,-28,-1.6,5,10,/,/,-3
O=C(C[C@@H]1C[C@H]2c3cc(NC(=O)C4CCOCC4)ccc3O[C@H]2[C@@H](CO)O1)NC1CCCCC1,1,4,-0.2,3,10,-8,0.1,1
CC(=O)NCC(=O)N1CCCC(C(=O)c2ccc(Oc3ccccc3)cc2)C1 (stereo not drawn),5,-1,2.2,-2,4,-5,0.0,-6
CCC1(C(=O)OC)CCc2c(cc(OC)c3ccccc23)C1=O (stereo not drawn),-5,34,0.7,12,-4,2,/,0
C[C@@H]1CN(c2c(F)c(F)c3c(=O)c(C(=O)O)cn(C4CC4)c3c2F)C[C@H](C)N1,15,-5,-1.2,5,-2,10,0.0,-2
CC(C)Oc1ccc(C(=O)OCC(=O)NCCNC(=O)COC(=O)c2ccc(OC(C)C)cc2)cc1,-4,-2,-0.1,/,-2,-2,-0.1,?
CN(C)CCCNc1ccc(-c2nn(C)c(=O)c3ccccc23)cc1[N+](=O)[O-],3,15,1.2,14,3,/,-0.1,-2
CN(CCc1ccccc1)C1CCCN(S(=O)(=O)CC(F)(F)F)C1 (stereo not drawn),19,/,0.0,-10,2,2,0.1,/
CC1CCc2sc3ncnc(N4CCN(CCO)CC4)c3c2C1 (stereo not drawn),32,35,-2.9,12,-7,14,0.3,6
O=C(OCc1cc(=O)n2ccsc2n1)C1(c2ccc(Cl)cc2)CC1,3,25,1.0,2,19,-14,0.1,-6
Cc1ccc(NC(=S)N(Cc2ccc(Cl)cc2)Cc2ccc(C(=O)O)cc2)cc1Cl,-3,-28,2.0,-15,-2,1,0.1,-4
NC(=O)CSc1nc2ccccc2c(=O)n1CCc1ccccc1,24,5,-1.6,-2,2,9,0.0,-4
COc1ccc2c3c([nH]c2c1)[C@@H](CO)N(Cc1cc(F)ccc1F)CC31CCN(C(=O)C2CCC2)CC1,/,5,0.6,19,5,/,0.4,9
Cc1ccc(NC(=S)N(Cc2cccc(Br)c2)CC2CCC(C(=O)O)CC2)cc1 (stereo not drawn),27,7,0.2,-8,-3,-9,0.0,4
CC(C)NC(=O)N[C@@H]1CC[C@H](CC(=O)N2CCCCC2)O[C@H]1CO,4,9,-1.6,-1,-2,-6,0.0,1
C[C@H](C[C@H](O)[C@H]1OC1(C)C)C1=C2C[C@H](O)C3[C@@]4(C)CCC(=O)C(C)(C)C4CC[C@]3(C)[C@@]2(C)CC1 (stereo partly drawn),16,-2,2.8,1,-3,-4,0.0,-16
CN1CCN(c2nc3c(c(=O)[nH]c(=O)n3C)n2CCSc2nc3ccccc3s2)CC1,10,5,0.1,-3,-2,0,0.2,5
CO[C@H]1CN(C)C(=O)c2cc(NC(C)=O)ccc2OC[C@H](C)N(C(=O)C2CC2)C[C@H]1C,/,5,4.1,-3,0,6,-0.5,-10
Cc1ccc(S(=O)(=O)NC[C@H]2CC[C@@H]3[C@@H](CN3Cc3cc(-c4ccccc4)on3)O2)cc1,-2,/,-1.4,-4,-3,/,/,4
CCOc1cc(N2CCOCC2)c(OCC)cc1NC(=O)COC(=O)c1ccc([N+](=O)[O-])o1,14,-28,1.8,10,1,41,0.2,0
Cn1c(=O)[nH]c(NC2CCCCC2)c(N=O)c1=O,14,21,/,/,/,-6,-0.1,/
CCCc1cc(NCCOCCO)n2c(nc3ccccc32)c1C#N,5,/,1.2,-1,12,/,0.0,1
CCn1cc(C(=O)NCCC(=O)OC)c(=O)c2cc3c(cc21)OCO3,-12,4,-2.3,6,-5,-2,0.1,-1
CCCCn1c(N)c(N(CCOC)C(=O)C2CCN(C(=O)c3ccc(F)cc3)CC2)c(=O)[nH]c1=O,-8,14,0.6,-1,-2,-1,-0.1,3
Cc1ccccc1CC(=O)NCc1cccnc1,-7,3,1.6,7,0,-12,0.0,15
CCC(C(=O)NCC1CCCO1)N(Cc1ccc(F)cc1)C(=O)CNS(=O)(=O)c1ccccc1 (stereo not drawn),8,5,-3.2,4,1,-22,0.2,-3
O=C(Nc1cc(S(=O)(=O)N2CCOCC2)ccc1N1CCOCC1)c1ccccc1[N+](=O)[O-],-3,27,1.2,1,4,13,0.1,2
CCOC(=O)C1=C(COC(=O)C2(C)CC2(Cl)Cl)NC(=O)NC1c1ccc(OC)cc1 (stereo not drawn),-5,-19,2.2,3,0,-2,0.1,-6
C[C@@H]1CN([C@@H](C)CO)C(=O)c2cc(NS(=O)(=O)c3cccs3)ccc2O[C@@H]1CN(C)Cc1ccc(Oc2ccccc2)cc1,/,-24,-0.7,6,1,7,0.0,-6
COc1ccc(S(=O)(=O)N(C)C[C@H]2Oc3ccc(NC(=O)Nc4cccc5ccccc45)cc3C(=O)N([C@H](C)CO)C[C@H]2C)cc1,/,4,1.7,-6,/,/,0.8,/
COc1cccc(C(=O)NCCS(=O)(=O)N2CCCC2)c1,-5,-1,-2.2,-4,-8,8,0.5,12
C[C@H](CO)N1C[C@H](C)[C@@H](CN(C)Cc2ccccc2)Oc2ncc(-c3ccccc3)cc2C1=O,/,1,-1.0,0,-3,1,0.2,8
Cc1ccc(S(=O)(=O)N2CCN(C(=O)c3ccc4ccccc4n3)CC2)c(C)c1,-58,13,-1.6,-64,2,/,0.0,-6
O=C(NC1CCCCC1)C(c1ccc(F)cc1)N(C(=O)c1csnn1)C1CCCC1 (stereo not drawn),0,-24,3.2,7,0,2,0.0,-2
Cc1ccc(CN2CCC(n3nccc3NC(=O)CCCc3ccccc3)CC2)o1,16,1,1.6,6,5,5,0.0,-2
CS(=O)(=O)c1ccccc1C(=O)Nc1cc2c(cc1C(=O)O)OCCCO2,-3,-3,1.5,-1,1,0,0.1,-1
Cc1noc(C)c1S(=O)(=O)Nc1ccc2c(c1)C(=O)N([C@@H](C)CO)C[C@@H](C)[C@@H](CN(C)Cc1ccc3c(c1)OCO3)OCCCC[C@@H](C)O2,1,3,2.0,-1,2,-1,0.2,-6
O=C(c1ccccc1)N1CN2CN(C(=O)c3ccccc3)CC([N+](=O)[O-])(C2)C1,3,4,/,1,?,-2,0.6,-4
Cc1ccc(CNC(=O)COC(=O)C2CCN(S(=O)(=O)c3cccs3)CC2)cc1,-9,-7,4.6,-84,-1,11,0.0,7
Cc1cccc(CNC(=O)c2cc(S(=O)(=O)N3CCOCC3)cn2C)c1,13,13,-0.5,/,-2,0,0.0,5
COc1ccc(C(C(=O)NC2CCCCC2)N(C(=O)CCl)c2ccc(C)cc2)cc1 (stereo not drawn),111*,/,/,48,3,-12,3.1,3
O=C(COC(=O)/C=C/c1ccc(OC(F)F)cc1)NCc1cccs1,-3,5,/,-4,-2,-1,0.1,10
COc1cccc(N2CCN(C(=O)C3CCN(C(=O)Nc4ccccc4)CC3)CC2)c1,-12,/,-1.3,-4,0,/,0.1,-1
C[C@@H]1CCCCO[C@H](CN(C)S(=O)(=O)c2ccc(F)cc2)[C@@H](C)CN([C@H](C)CO)C(=O)c2cc(NC(=O)c3ccccc3)ccc2O1,5,-17,-4.1,-2,5,-6,-0.1,-2
CC(C)NC(=O)Nc1ccc2c(c1)C(=O)N([C@@H](C)CO)C[C@H](C)[C@@H](CN(C)S(=O)(=O)c1ccc(Cl)cc1)O2,-4,-5,-2.3,1,-3,-5,-1.1,-1
COc1ccc(NC(=O)Nc2ccc3c(c2)C(=O)N([C@H](C)CO)C[C@H](C)[C@H](CN(C)CC2CC2)OCCCC[C@H](C)O3)cc1,3,10,3.3,/,7,2,0.4,10
O=c1c(=NNc2ccccc2Cl)c(=O)c2ccccc12,/,-1,-3.0,7,3,8,/,3
CCC1(C(=O)c2ccccc2)C(c2cccc([N+](=O)[O-])c2)C1(C(=O)OC)C(=O)OC (stereo not drawn),0,/,/,-5,6,17,0.1,1
Cn1c(=O)[nH]c2nc[nH]c2c1=O,-3,/,-4.5,8,0,1,0.0,-3
Cc1cc2cc(CNC(=S)NC3CCCCC3)ccc2n1C,4,-13,0.2,11,9,2,0.0,5
# (more compounds)
SMILES,PAX8 reporter,INS-1E GSIS act,F508del corr,EWS-Fli inh,ERp5 block,ARNT-TACC3 inh,XiGFP reactiv,DENV2 CPE rescue
CCCC(=O)Nc1ccc2c(c1)C(=O)N(C)C[C@H](OC)[C@H](C)CN(C(=O)c1ccncc1)[C@@H](C)CO2,2,13,-1.0,-4,-1,1,-0.4,-10
COC(=O)Cc1nnc(Nc2cccc(C)c2)c2ccccc12,13,2,0.9,-7,1,3,-0.1,5
O=C(CN1CCC(NC(=O)C2CCCCC2)CC1)NCc1ccco1,28,-2,3.2,-3,5,-4,0.0,0
COc1ccc(CN(C)C[C@@H]2OCCCC[C@H](C)Oc3ccc(NS(=O)(=O)c4ccc(OC)cc4)cc3C(=O)N([C@@H](C)CO)C[C@H]2C)cc1,8,-14,0.5,8,4,/,0.1,-2
COC(c1ccccc1)c1nnc(CCC(=O)N(C)C(C2CC2)C2CC2)o1 (stereo not drawn),-12,5,-1.3,-17,-4,-2,0.2,1
Nc1c(N(CCCO)C(=O)C2CCCCC2)c(=O)[nH]c(=O)n1Cc1ccccc1,-26,-2,-3.3,3,-2,1,0.9,-2

# Rows were taken by chance, and some 4.2% of all compounds hit somewhere here.
